XIAP antagonists: small molecules displacing peptide from XIAP – biochemical, IAP family, fluorescence polarization (AID 1018); 0.007% of 200,000 active; XIAP BIR domain, fluorescence polarization peptide displacement; higher % means a stronger effect; displacement, % at 20 µM; hits with a dose series show IC50 in µM; in the data active = displacement above about 50%; also: a part of the inactive calls stands beside numbers as strong as those of hits
Dengue-2 NS5 capping: flavivirus cap methylation enzyme inhibition – biochemical, confirmation dose response, primary screen (AID 588689). Dengue-2 NS5 methyltransferase capping enzyme assay, biochemical; higher % means a stronger effect. one-dose inhibition, % at 25 µM; IC50 in µM for titrated hits. 0.3% of 340,000 active; in the data active = a potency from the dose series; inconclusive = inhibition above about 29% without an active follow-up result
Lipid droplet: modulators of hepatic lipid droplet formation; AID 1656; AML12 mouse hepatocytes, oleate lipid droplets, BODIPY imaging; inhibition, % at 6.5 µM; 0.4% of 240,000 active;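 active = lipid droplet intensity inhibited by at least 50%, with more than 500 cells counted; inconclusive = wells with under 300 cells, treated as cytotoxic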
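Technique: fluorescence imaging, 20x objective, two fields per well / Assay system: AML12 hepatocytes (mouse) / Measure: % inhibition of lipid droplet signal / Doses: 6.5 µM single-point dosing / Incubation: overnight exposure / Reagent: 100 µM oleic acid challenge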
Siah-1 displacement: blockers of Siah-1 interaction with plectin peptide – biochemical, fluorescence polarization, rhodamine-plectin, uHTS, primary screen (AID 1817); 0.02% of 290,000 active; one-dose displacement, % at 20 µM; IC50 in µM for titrated hits; Siah-1 / rhodamine-plectin peptide fluorescence polarization; higher % means a stronger effect;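 active = displacement of at least 50% at 20 µM, with a fluorescence ratio check between 0.3 and a set limit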;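 also: plate controls were Siah plus tracer with DMSO for no effect and tracer alone without Siah for full effect; strong numbers were not always called active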
LYP inhibition: PTPN22 lymphoid phosphatase activity blockers – biochemical, fluorescence intensity, uHTS (AID 1779). recombinant LYP phosphatase, fluorescence intensity; higher % means a stronger effect. inhibition, % at 11.5 µM, or IC50 in µM where a hit was titrated. 0.054% of 290,000 active;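 also: plate controls were vehicle with enzyme for no effect and no enzyme for full effect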
Myeloid diff 2: compounds promoting myeloid differentiation | AID 624256 | 1% of 360,000 active | calls only at 10 µM | ER-HoxA9 myeloid progenitors, lysozyme-GFP differentiation, flow cytometry;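 active = normalized GFP-positive differentiation at or above the plate's own cutoff, the solvent-only control mean plus 3 SD; inconclusive = no clear call, values can overlap the other calls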;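 also: cells exposed to compound for four days before flow analysis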
HIV peptide binding: cell-free HIV fusion peptide-binding blockers – biochemical, uHTS, fluorescence dequenching, primary screen (AID 1986). cell-free peptide binding, fluorescence dequenching, 30 min; higher % means a stronger effect. 0.3% of 290,000 active. inhibition, % at 20 µM; hits with a dose series show IC50 in µM; in the data active = inhibition mostly above about 52%, no sharp cut-off; inactive = mostly below about 76%; also: some results filed as inactive read as strong as hits
HEK293 NOD2/NF-kB: NOD2 signaling inhibitors, cell-based, luminescence, uHTS, HEK293 (AID 1566). HEK293 NOD2/NF-kB luciferase reporter, luminescence; higher % means a stronger effect. one-dose inhibition, % at 4 µM; EC50 in µM for titrated hits. 0.63% of 290,000 active; also: many of its hits are not listed in these tables
AID2073: disruptors of CaV2.2 binding to Mint1 – biochemical, HTRF (AID 2073). 0.19% of 290,000 active. HTRF protein-protein interaction, Mint1-CaV2.2; higher % means a stronger effect. inhibition, % at 20 µM, or IC50 in µM where a hit was titrated; in the data active = inhibition mostly above about 51%, no sharp cut-off; inconclusive = no clear call, values can overlap the other calls; inactive = mostly below about 53%; also: some results filed as inactive read as strong as hits
Lipid droplet cells 6.5 µM: further read-out of Lipid droplet, marked with its call; cell count; measured here: cell count, cytotoxicity flag;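 cells counted across two imaged fields per well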
Myeloid diff 2 GFP+ MAC1+ %: also measured in Myeloid diff 2; calls as there; GFP+ MAC1+ double positive, %; measured here: differentiation confirmed by MAC1 staining
The depositor's hits bear a star; i = inactive; ? = inconclusive; . = no result given. Rule as the data show it, unless noted: active = inhibition above about 50%; inactive = the rest. These rows are one share of the data (hit frequency here may not be typical).

SMILES	XIAP antagonists	Dengue-2 NS5 capping	Lipid droplet	Lipid droplet cells 6.5 µM	Siah-1 displacement	LYP inhibition	Myeloid diff 2	Myeloid diff 2 GFP+ MAC1+ %	HIV peptide binding	HEK293 NOD2/NF-kB	AID2073
COc1ccc(CCN2CC(C(=O)NCc3nc4ccccc4n3C)CCC2=O)cc1 (centres undefined)	.	0.0%	-2.0	716	-2.2%	-2.0%	i	0.6	-0.1%	-2.3%	11.0%
Cc1nn2c(N3CCOCC3)cc(C(C)(C)C)nc2c1-c1ccccc1	.	-8.5%	-5.0	791	2.0%	-11.4%	i	0.3	0.8%	-5.4%	15.8%
O=C(N/C(=C/c1ccco1)C(=O)N1CCCC1)c1cccs1	-6.3%	4.8%	.	.	-1.8%	0.5%	i	0.8	15.0%	-14.4%	17.9%
Cc1c(NC(=S)NC(=O)COc2ccccc2)c(=O)n(-c2ccccc2)n1C	-2.2%	-2.6%	5.3	659	1.9%	2.3%	i	0.4	-1.5%	-4.1%	-2.2%
COc1ccc(Cl)cc1S(=O)(=O)NC1CC(C)(C)NC(C)(C)C1	-4.3%	2.2%	-4.5	684	0.3%	-2.4%	i	0.5	2.2%	-1.2%	0.5%
Cc1cc(C)n2nc(S(=O)(=O)N(C)Cc3ccccc3)nc2n1	-2.7%	-1.4%	5.1	676	-1.6%	-7.2%	i	1.3	1.4%	-5.7%	-1.2%
CC(=O)Nc1ccc(S(=O)(=O)NCc2ccc(C)n2C)cc1	.	-0.9%	-8.4	821	-1.4%	-5.0%	i	0.7	-0.4%	-6.1%	-23.6%
CCOc1ccc(C2c3cc(OC)c(OC)cc3CC(=O)N2c2ccc(OC)cc2)cc1 (centres undefined)	-2.3%	1.6%	.	.	-1.0%	-3.8%	i	6.6	-0.9%	1.6%	-1.0%
O=c1c2cn[nH]c2[nH]c(=S)n1-c1ccccc1	-6.5%	-4.7%	7.6	774	3.3%	-5.0%	i	0.0	1.4%	4.8%	-14.2%
COc1ccc(CN2CCC(CNC(=O)NC3CCCCC3)CC2)cc1	-7.7%	-2.4%	.	.	2.7%	-8.2%	i	0.8	0.3%	-4.4%	0.8%
Cc1ccnc(OC(C(=O)O)C(OCc2ccccc2)(c2ccc(F)cc2)c2ccc(F)cc2)n1 (centres undefined)	.	7.7%	.	.	1.5%	-3.6%	.	.	10.0%	.	15.9%
O=C(NCc1ccccc1F)C1CCCN1C(=O)Nc1ccc(Cl)cc1 (centres undefined)	.	3.3%	-0.8	420	-3.9%	-6.8%	i	0.2	-0.4%	1.1%	8.4%
CC(C)C(NC(=O)c1cccs1)c1nnc(SCC(=O)Nc2nccs2)n1C (centres undefined)	-6.9%	0.0%	-16.7	479	2.7%	-3.6%	i	0.6	1.6%	4.2%	1.1%
Brc1ccc(NCc2nnc3n2CCCCC3)cc1	-13.0%	-4.8%	-2.7	746	0.9%	-1.2%	i	11.5	-0.7%	2.1%	4.3%
O=C(Nc1ccc2c(c1)ncn2C1CCCCC1)c1ccco1	-1.3%	1.6%	.	.	0.7%	-2.1%	i	0.1	-2.5%	-41.7%	-9.9%
CC1=C(C(=O)Nc2ccc(C(=O)N3CCN(c4cccc(Cl)c4)CC3)cc2)SCCO1	.	-7.0%	17.9	738	-2.4%	-2.0%	?	.	-2.3%	10.4%	15.4%
NC(=O)COc1ccc(Nc2nnc(-c3ccc(O)cc3)c3ccccc23)cc1	.	-11.9%	1.6	739	-1.4%	-4.3%	i	0.1	-1.7%	11.5%	-4.4%
CCOC(=O)c1c(N=CN(C)C)c2cc([N+](=O)[O-])cnc2n1C	.	-16.5%	-5.6	750	2.2%	-0.6%	i	0.1	-2.3%	6.4%	12.7%
COCCCN(C(=S)NC(=O)C(C)(C)C)c1c(N)n(Cc2ccccc2)c(=O)[nH]c1=O	.	0.0%	1.0	699	2.2%	-2.9%	i	0.1	-2.2%	19.6%	-44.1%
Cc1ccc(NC(=S)Nc2cc(-c3ccccc3)[nH]n2)cc1Cl	-2.4%	-0.8%	-5.4	736	-4.4%	-5.7%	i	0.6	2.0%	-12.5%	25.8%
CC1(C)CC(=O)C(C(C2=C(O)CC(C)(C)CC2=O)c2cccnc2)C(=O)C1 (centres undefined)	-0.5%	.	.	.	-4.8%	-5.8%	i	0.7	-0.3%	6.1%	-3.0%
CC(C(=O)OCc1nnc(-c2ccccc2)o1)N1C(=O)C2CCCCC2C1=O (centres undefined)	-4.1%	-6.2%	1.6	684	-6.3%	-5.0%	i	0.3	-1.0%	-13.8%	-5.0%
CCc1ccc(NC(=O)Cn2nnc(-c3ccc(C)cc3-n3cnnn3)n2)cc1	.	-7.0%	-0.4	717	3.5%	-3.9%	i	0.5	0.6%	28.5%	5.3%
CC1=C(C)C(=O)N(C(C)CCc2ccccc2)C1=O (centres undefined)	.	4.7%	2.8	789	3.8%	-9.1%	i	0.7	-0.3%	20.3%	11.0%
Cc1cccn2c(=O)c(C=O)c(Sc3ncccn3)nc12	-1.8%	-7.8%	1.2	663	2.7%	-3.1%	i	0.2	0.7%	22.4%	-17.3%

Later entries:
SMILES	XIAP antagonists	Dengue-2 NS5 capping	Lipid droplet	Lipid droplet cells 6.5 µM	Siah-1 displacement	LYP inhibition	Myeloid diff 2	Myeloid diff 2 GFP+ MAC1+ %	HIV peptide binding	HEK293 NOD2/NF-kB	AID2073
Fc1ccccc1Nc1nc(Cl)nc(Cl)n1	-0.2%	1.5%	7.1	737	6.5%	-3.4%	i	0.1	0.0%	19.6%	-1.9%
Cc1cc(C)cc(C(=O)NC(CC(N)=O)c2ccc(N3CCC(Cc4ccccc4)CC3)c([N+](=O)[O-])c2)c1 (centres undefined)	.	1.6%	12.0	837	-0.3%	-3.2%	i	1.5	-1.3%	-24.1%	15.8%
O=C1C(Cl)=C(N2CCC(C(=O)O)CC2)C(=O)c2ccccc21	.	?	.	.	-5.7%	-8.3%	i	1.0	6.6%	14.3%	10.8%
COc1ccc(NS(=O)(=O)c2ccc(Cl)c(N)c2)cc1Br	-6.6%	-3.7%	-16.2	653	-0.2%	-2.3%	i	0.4	0.6%	23.4%	-4.2%
Cc1ccnc(N2C(=O)OC(C)(C)C2(C)O)c1 (centres undefined)	-7.3%	-1.8%	-9.2	715	-4.7%	-12.0%	i	2.1	0.5%	6.8%	3.5%
COc1ccc(OC)c(NC(=O)Cc2cccs2)c1	.	.	-7.2	842	-5.3%	-7.7%	i	0.4	8.7%	0.8%	6.5%
CSCCC(NC(=O)COc1ccccc1)C(=O)N1CCCCC1 (centres undefined)	.	1.9%	2.5	710	3.6%	-8.8%	i	0.0	0.7%	-12.7%	7.9%
COc1ccccc1OCC(=O)Nc1ccccc1C(=O)NCc1ccco1	-3.2%	-5.5%	-31.2	666	3.5%	-3.8%	i	0.9	-0.5%	-5.1%	9.1%
O=C(CSc1nnc(Cc2ccccc2)o1)c1ccccc1	-3.7%	-3.6%	-23.3	686	13.3%	-6.2%	i	0.3	-1.2%	-25.2%	0.8%
CCc1ccccc1NC(=O)c1ccccc1N1C(=O)C2C3C=CC(C3)C2C1=O (centres undefined)	.	1.3%	-7.3	702	0.1%	-7.6%	i	0.5	0.6%	-5.9%	4.9%
c1ccc(-c2nc(NCc3ccco3)c3ccccc3n2)cc1	-5.7%	-1.6%	2.4	771	1.8%	6.3%	i	1.2	3.4%	-10.3%	9.2%
CCSc1ncc(C#N)c(=O)[nH]1	-5.0%	-7.6%	11.0	537	0.6%	-3.9%	i	1.2	2.8%	-2.7%	16.5%
COc1ccccc1N1CCN(S(=O)(=O)c2c(C(=O)N3CCOCC3)c(C)n(C)c2C)CC1	.	-17.5%	-27.4	650	1.4%	-3.0%	i	4.7	0.1%	5.9%	8.5%
CCN(Cc1ccccc1)C(=O)CN1C(=O)NC2(CC(C)CC(C)(C)C2)C1=O (centres undefined)	.	-6.6%	-7.3	695	13.9%	-7.9%	i	0.8	1.3%	-9.1%	-0.9%
CCOC(=O)C1(Cc2ccccc2)CCN(Cc2cccn2-c2cccnc2)CC1	-6.3%	-5.4%	-18.9	718	3.0%	-2.7%	i	0.8	-1.4%	2.3%	0.1%
CCC(=O)c1c[nH]c(C(=O)NCCCn2ccnc2)c1	-6.3%	-5.5%	2.0	604	-2.8%	1.5%	i	1.1	1.5%	0.8%	0.7%
C#CCOc1ccc(/C=C2/C(=O)ON=C2C)cc1Br	.	80.7µM*	-19.3	818	-1.7%	-0.2%	i	0.6	0.7%	1.1%	29.9%
O=C(Nc1ccccc1)Nc1scc2c1c(=O)oc1ccccc12	.	.	22.7	763	17.0%	-9.8%	.	.	1.3%	-16.5%	13.8%
CC(C)c1ccc(NC(=O)NCc2ccccn2)cc1	.	-2.9%	-10.5	842	8.8%	-7.8%	i	0.7	-0.5%	-26.5%	2.6%
CN(Cc1cccnc1)Cc1cn(C)nc1-c1cccc(Cl)c1	-4.4%	-3.1%	-33.8	593	9.5%	-10.9%	i	0.7	0.2%	9.6%	10.0%
O=C(CNc1ccccc1OC(F)F)N1CCc2ccccc21	-8.9%	-3.0%	7.2	673	-3.5%	-4.9%	i	0.2	-1.0%	-94.6%	6.6%
Cc1ccc(-c2csc(NC(=O)c3cccc([N+](=O)[O-])c3C(=O)O)n2)cc1	-8.1%	0.0%	-2.7	713	-2.3%	-2.9%	i	0.7	2.3%	7.5%	-5.2%
O=C(Nc1ccccc1)C1CCCN1C(=O)Nc1ccccc1[N+](=O)[O-] (centres undefined)	-7.0%	2.8%	2.4	668	0.4%	-3.9%	i	0.2	-2.0%	8.5%	42.7%
Cc1cc(C)n2nc(C(F)(F)F)c(-c3ccccc3)c2n1	-0.2%	-10.9%	9.9	708	19.6%	-1.8%	i	0.4	0.5%	13.9%	25.9%
CC(=O)Nc1ccc(C(=O)NNC(=O)CCc2ccccc2)cc1	-3.4%	1.6%	.	.	0.6%	-5.5%	i	0.7	1.5%	20.6%	1.9%
Cc1ccc(/C=C/C(=O)c2ccc(N3CCOCC3)cc2)s1	-7.3%	?	0.2	649	0.0%	2.0%	i	0.8	4.9%	-72.2%	8.1%

One compound at a time, from the list above. Order of screens: XIAP antagonists	Dengue-2 NS5 capping	Lipid droplet	Lipid droplet cells 6.5 µM	Siah-1 displacement	LYP inhibition	Myeloid diff 2	Myeloid diff 2 GFP+ MAC1+ %	HIV peptide binding	HEK293 NOD2/NF-kB	AID2073
COc1ccc(Cl)cc1S(=O)(=O)NC1CC(C)(C)NC(C)(C)C1 reads -4.3%	2.2%	-4.5	684	0.3%	-2.4%	i	0.5	2.2%	-1.2%	0.5%
Fc1ccccc1Nc1nc(Cl)nc(Cl)n1 reads -0.2%	1.5%	7.1	737	6.5%	-3.4%	i	0.1	0.0%	19.6%	-1.9%
CC(C(=O)OCc1nnc(-c2ccccc2)o1)N1C(=O)C2CCCCC2C1=O (centres undefined) reads -4.1%	-6.2%	1.6	684	-6.3%	-5.0%	i	0.3	-1.0%	-13.8%	-5.0%
O=c1c2cn[nH]c2[nH]c(=S)n1-c1ccccc1 reads -6.5%	-4.7%	7.6	774	3.3%	-5.0%	i	0.0	1.4%	4.8%	-14.2%

Screening data as filed in PubChem BioAssay.
